CSM14.1 death rescue – rescue of cells from ER stress-induced death, primary screen, 384-well, CSM14.1, thapsigargin, ATP luminescence (AID 1222); one-dose cellular ATP content (survival), % at 20 µM; EC50 in µM for titrated hits; 190,000 tested, under 10 active; CSM14.1 thapsigargin-induced death rescue, ATP luminescence; higher % means a stronger effect;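 active = EC50 below 50 µM in the dose-response confirmation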;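 note: death triggered by thapsigargin at about 15 µM added after 2 h compound pretreatment; cell ATP read after overnight thapsigargin exposure of roughly 18 to 22 hours; normalized against plate controls of thapsigargin alone and 5% DMSO vehicle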
Lipid droplet – inhibitors of hepatocyte lipid droplet formation, primary screen, imaging, high-throughput imaging, BODIPY stain; AML12 mouse hepatocytes, oleate lipid droplets; inhibition, % at 6.5 µM; 0.4% of 240,000 active; AID 1656, 2009;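 active = lipid droplet intensity inhibited by at least 50%, with more than 500 cells counted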
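Assay system: AML12 mouse liver cells | Compound: 6.5 µM single-point dosing | Schedule: Overnight exposure | Technique: Fluorescence imaging, 20x objective, two fields per well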
Dynein cargo inh – inhibitors of GR-EGFP nuclear translocation, primary screen, dynein cargo transport inhibitor project, imaging, high-content, 3617.4 mouse cells; test concentration mostly 20 µM; stimulated with dexamethasone, 1 µM; active compounds read low; 0.47% of 220,000 active; z-score, hits read low;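 active = plate z-score of nuclear minus cytoplasmic receptor signal below a set negative limit, without overly bright fluorescence or cell loss, cut at about -3.5 in these data, passing the limit was not always enough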;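 note: z-score of nuclear minus cytoplasmic ring GR-EGFP intensity difference per well; some compounds called inactive have numbers as strong as hits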
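medium = tetracycline-free induction medium containing charcoal-stripped FBS | probe or stimulus = dexamethasone, 1.0 µM final | timing = 48 h induction, then 1 h compound, then 30 min agonist, 37 °C | detection = automated 10x imaging of fixed Hoechst-stained cells | read-out basis = nuclear versus cytoplasmic GR-EGFP signal, averaged per well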
Autophagy HCS – autophagy modulators in MEF cells, primary screen, imaging, high-content, MEF GFP-LC3; MEF GFP-LC3 puncta imaging; test concentration mostly 10 µM; calls only at 10 µM (by protocol); 0.98% of 190,000 active;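 active = percentage of spot-positive cells more than 3 SD above its plate mean, without a fluorescence outlier flag or 80% toxicity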;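 note: spot-positive cell cutoff set from DMSO-treated cells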
Ins promoter up – insulin promoter activators in MIN6 cells, imaging, high-content screening, mouse beta cells; MIN6 insulin promoter-GFP reporter; active compounds read high; z-score at 5 µM; 0.3% of 190,000 active; AID 1625, 2009;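 active = z-score above 3 at 5 µM with at least 500 cells counted in the well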
Yfh1-off respiration – enhancers of respiration in Yfh1-depleted yeast, dose response, Friedreich's ataxia, plus single-dose screen (AID 1465) | 0.074% of 220,000 active | one-dose fold induction at 50 µM; EC50 in µM for titrated hits | S. cerevisiae Yfh1-off respiration, WST-1 reduction, 72 h; higher fold induction means a stronger effect;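 active = fold induction of absorbance versus untreated yeast above a set limit, then at least 30% activation at any dose in follow-up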;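 note: activators that raise dye reduction in frataxin-depleted yeast; strong numbers were not always called active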
M17LAP inhibition – P. falciparum M17LAP inhibitors, primary screen, biochemical, fluorogenic H-Leu-NHMec substrate, 1536-well (AID 1619) | one-dose inhibition, % at 30 µM; IC50 in µM for titrated hits | 0.38% of 220,000 active | recombinant M17LAP, H-Leu-NHMec fluorogenic kinetic assay; higher % means a stronger effect;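 active = compound inhibiting the enzyme by more than half at any dose during confirmatory dose-response retesting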;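 note: plate controls were full reaction with DMSO carrier for no effect and no enzyme background for full effect; strong numbers were not always called active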
M1AAP inhibition – P. falciparum M1AAP inhibitors, biochemical, fluorogenic H-Leu-NHMec substrate, 1536-well (AID 1445). recombinant M1AAP, H-Leu-NHMec fluorogenic kinetic assay; higher % means a stronger effect. one-dose inhibition, % at 30 µM; IC50 in µM for titrated hits. 0.42% of 220,000 active;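 active = primary inhibition above the hit cutoff, then over 50% inhibition at one or more dose response concentrations, cut at about 23% in these data, passing the limit was not always enough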;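 note: plate controls were DMSO full reaction for no effect and no enzyme background for full effect; strong numbers were not always called active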
MT stabilizer – microtubule stabilizers in HeLa cells, primary screen, imaging, high-content imaging; HeLa tubulin immunostaining HCS, 24 h; share of cells brighter than vehicle mean+2SD; % tubulin-high responders, % at 10 µM; 0.83% of 200,000 active; AID 2205, 2009;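 active = plate Z-score above 3 for both tubulin-high and condensed-nucleus cell shares, with cell loss under 80%, at 10 µM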;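 note: anti alpha tubulin signal scored within the nucleus-defined area of each cell; some results filed as inactive read as strong as hits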
Dynein cargo inh cytoplasmic EGFP – further read-out of Dynein cargo inh, marked with its call; z-score; measured here: cytoplasmic GR-EGFP intensity; active compounds read high
Dynein cargo inh nuclear GR-EGFP – also measured in Dynein cargo inh; calls as there; z-score; measured here: nuclear GR-EGFP intensity;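 lower value marks the stronger effect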
Dynein cargo inh cell count – also measured in Dynein cargo inh; calls as there; z-score; measured here: cell count per field
Ins promoter up cell count – recorded beside Ins promoter up, whose call it bears; cell count; measured here: cytotoxicity, nuclei count;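 total cells summed across four imaged fields per well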
Lipid droplet cells 6.5 µM – recorded beside Lipid droplet, whose call it bears; cell count; measured here: cell count, cytotoxicity flag;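 cells counted across two imaged fields per well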
MT stabilizer Hoechst-high % – also measured in MT stabilizer; calls as there; % Hoechst-high responders; measured here: nuclear condensation Hoechst responders;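 share of cells brighter than vehicle mean plus two SD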
MT stabilizer cytotoxicity % – further read-out of MT stabilizer, marked with its call; toxicity, %; measured here: cytotoxicity by cell density;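 0% = mean cell density of plate MIN control wells and 100% = no cells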
Autophagy HCS cell loss 18 h – also measured in Autophagy HCS; calls as there; toxicity, %; measured here: cell loss, nuclei count;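 cell loss after 18 h compound exposure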
Active calls of the source: *; i = inactive; . = not tested or not shown.

Preview (three entries):
molecule	Autophagy HCS	Ins promoter up	Dynein cargo inh nuclear GR-EGFP	M1AAP inhibition	MT stabilizer Hoechst-high %	MT stabilizer	Yfh1-off respiration	Lipid droplet	Autophagy HCS cell loss 18 h	M17LAP inhibition	CSM14.1 death rescue	Lipid droplet cells 6.5 µM	Ins promoter up cell count	Dynein cargo inh cytoplasmic EGFP	Dynein cargo inh cell count	MT stabilizer cytotoxicity %	Dynein cargo inh
C#CCn1c(=NC(=O)c2ccc(Br)s2)sc2cccc(OC)c21	i	-1.3	-0.33	3%	9.3	7.3	i	-31	9	10%	.	571	1527	-0.12	0.68	6.5	-0.63
Nc1nc(CN2CCC(Cc3ccccc3)CC2)nc(Nc2ccccc2)n1	i	.	0.24	10%	0.8	1.0	i	-9	-4	8%	-1.8%	739	.	0.29	0.42	7.9	-0.29
CCc1nc(SCC(=O)N2CCN(c3ccccc3)CC2)c2c(=O)n(C)c(=O)n(C)c2n1	i	0.04	0.69	1%	1.9	3.7	i	7	6	3%	3.0%	721	1379	-0.12	-0.71	11	0.54

Results, previewed entries included:
molecule	Autophagy HCS	Ins promoter up	Dynein cargo inh nuclear GR-EGFP	M1AAP inhibition	MT stabilizer Hoechst-high %	MT stabilizer	Yfh1-off respiration	Lipid droplet	Autophagy HCS cell loss 18 h	M17LAP inhibition	CSM14.1 death rescue	Lipid droplet cells 6.5 µM	Ins promoter up cell count	Dynein cargo inh cytoplasmic EGFP	Dynein cargo inh cell count	MT stabilizer cytotoxicity %	Dynein cargo inh
C#CCn1c(=NC(=O)c2ccc(Br)s2)sc2cccc(OC)c21	i	-1.3	-0.33	3%	9.3	7.3	i	-31	9	10%	.	571	1527	-0.12	0.68	6.5	-0.63
Nc1nc(CN2CCC(Cc3ccccc3)CC2)nc(Nc2ccccc2)n1	i	.	0.24	10%	0.8	1.0	i	-9	-4	8%	-1.8%	739	.	0.29	0.42	7.9	-0.29
CCc1nc(SCC(=O)N2CCN(c3ccccc3)CC2)c2c(=O)n(C)c(=O)n(C)c2n1	i	0.04	0.69	1%	1.9	3.7	i	7	6	3%	3.0%	721	1379	-0.12	-0.71	11	0.54
COc1ccc2c(c1)c(C(=O)N1CCN(C)CC1)c(C)n2-c1ccccc1	i	-0.18	0.18	-1%	1.5	1.2	i	4	-8	0%	-0.6%	769	1133	-0.23	0.66	11	-0.19
Cc1ccc(Nc2nc(N3CCN(C)CC3)nc(N)c2[N+](=O)[O-])cc1C	i	0.59	0.13	13%	4.2	2.6	i	-10	-20	2%	-2.4%	685	1410	0.068	0.35	11	-0.23
O=S(=O)(/N=C(/Sc1ccccc1)c1ccccc1)c1ccccc1	i	-0.24	0.35	-5%	1.2	1.5	i	5	-5	12%	-1.0%	802	916	-0.02	0.45	5.7	0.47
O=C(O)CSc1nnc(C2COc3ccccc3O2)n1-c1ccccc1 (centres undefined)	i	0.52	-0.086	2%	1.3	2.2	i	.	12	2%	-0.5%	.	905	-0.23	1	10	-0.5
CCCC(=O)Nc1ccccc1NC(=O)CN(C)S(=O)(=O)c1ccc(C)cc1	i	.	-0.18	1%	2.8	3.4	i	-21	1	-13%	-2.9%	650	.	-0.3	1	5.1	-0.11
COc1ccc(C(=O)C(C)[n+]2ccc(-c3nnc4n3CCCCC4)cc2)cc1 (centres undefined)	.	.	0.31	4%	.	.	i	17	.	23%	.	765	.	-0.15	0.27	.	-0.25
CCOC(=O)C1CCN(C(=O)CSc2cc(=O)n(C)c3ccccc23)CC1	i	0.18	0.34	2%	1.3	8.8	i	.	3	4%	-1.6%	.	1474	0.07	-0.08	8.4	0.25
O=C(CCc1ccc(S(=O)(=O)N2CCOCC2)cc1)N/N=C/c1cccc(O)c1	i	.	-0.52	5%	2.4	3.7	i	-31	-20	2%	-3.0%	423	.	-0.008	1	8.4	-0.6
COCCNC(=O)C(C#N)c1nc2ccccc2nc1N1CCCCCC1 (centres undefined)	i	-0.15	0.31	15%	1.8	2.4	.	.	-1	-149%	-2.7%	.	1417	-0.15	-0.48	6.4	0.33
Cn1c(=O)n(CC(=O)Nc2ccccc2)c2ccccc21	i	1.7	0.94	3%	2.5	4.4	i	.	12	1%	3.2%	.	1277	-0.23	-2	14	1.8
CC(=O)Nc1ccc(-c2nc3c(C)cccc3[nH]2)cc1	i	0.22	-0.42	1%	1.9	2.4	i	0	-4	3%	-4.4%	630	1196	-0.22	0.071	1.3	-0.58
Cc1c(Cl)c([N+](=O)[O-])nn1CCCC(=O)N1CCN(c2ccccc2)CC1	i	-0.11	0.05	6%	1.6	2.7	i	.	18	-1%	2.0%	.	1656	-0.17	0.45	3.5	-0.43
COc1ccc(C2c3c(ncn(CCCN4CCOCC4)c3=N)Oc3ccc4ccccc4c32)cc1OC (centres undefined)	.	-0.7	0.077	7%	.	.	i	-2	.	15%	.	630	952	-0.17	0.5	.	-0.16
O=C(/C=C/Nc1ccc(F)c(F)c1)c1cccs1	i	-0.13	0.02	4%	1.3	6.5	i	-1	-2	-2%	-2.7%	581	1647	-0.17	-0.36	12	-0.17
COc1cc(/C=N/NC(=O)c2csc3c2CCCC3)cc(OC)c1O	i	-0.13	-0.26	14%	3.3	2.9	i	.	-8	17%	1.7%	.	1189	-0.28	0.45	6.2	-0.42
COC(=O)COc1cccc2c(=O)n(CC(=O)NCc3ccc(F)cc3)ccc12	i	0.26	-0.11	0%	68*	20*	i	-7	19	-5%	-3.8%	650	1253	-0.24	0.29	35*	-0.71
CS(=O)(=O)c1ccc(N2CCN(C3CC(=O)NC3=O)CC2)cc1 (centres undefined)	i	-0.37	-0.28	0%	2.0	2.3	i	-9	-1	0%	0.2%	747	1289	-0.27	-0.41	3.6	-0.45
Cc1c(C(=O)N2CCCCC2)nnn1-c1nonc1N	i	0.5	-0.41	13%	1.7	2.2	i	4	-10	4%	-0.8%	772	834	-0.063	0.89	4.3	-1
COC(=O)c1sccc1NC(=O)c1ccc(OC)cc1OC	i	-0.13	-0.34	-2%	1.9	3.9	i	3	4	12%	0.7%	683	1328	-0.21	0.59	10	-0.074
S=C(c1ccc(-c2ccccc2)o1)N1CCCCC1	i	1.5	-0.13	7%	2.8	2.3	i	5	10	-5%	-1.0%	619	1259	-0.34	0.9	7.5	-0.82
Clc1ccc(CSc2cc3c(nn2)-c2ccccc2CC3)cc1	i	0.09	-0.48	4%	0.5	2.5	i	.	0	-8%	-2.0%	.	1581	0.37	0.83	5.4	-1
CCNC(=O)c1cc(Br)ccc1Cl	i	-0.58	0.19	-9%	1.0	1.9	i	13	4	5%	-0.5%	798	887	0.032	0.42	10	-0.27
COc1cc2[nH]c(=S)n(Cc3ccc(C)cc3)c(=O)c2cc1OC	i	-0.7	1.1	-7%	1.1	2.5	i	22	34	-5%	-1.0%	741	1210	-0.17	-1.3	3.6	2
Clc1ncccc1-c1nnn(-c2ccccc2Br)n1	i	-0.22	0.092	-1%	1.4	1.9	i	30	20	3%	-1.4%	705	1371	-0.31	-0.27	3.9	-0.3
COc1c(C)cccc1C(=O)Nc1ccc(N2CCN(S(C)(=O)=O)CC2)cc1	i	-1.2	0.09	-12%	2.2	5.0	i	.	-11	2%	-2.1%	.	1220	-0.081	0.51	3.6	-0.25
CCOC(=O)Cc1csc(NC(=O)/C=C\c2ccccc2)n1	i	2.2	0.52	16%	2.3	7.0	i	15	11	11%	-1.5%	732	1105	-0.31	-0.74	7.5	1.5
CC(=O)C1=C(O)C(=O)N(Cc2ccco2)C1c1ccc(F)cc1 (centres undefined)	i	1.3	0.31	-1%	2.3	1.7	i	5	-7	11%	.	692	965	-0.23	-0.48	5.7	0.11
CCc1nc(SCC(=O)NCc2ccco2)c2c(=O)n(C)c(=O)n(C)c2n1	.	0.48	-0.54	4%	2.0	3.8	i	-7	.	-3%	-2.6%	649	1967	-0.16	0.095	5.5	-1.1
Cc1cccc(-c2nnc(SCCOc3ccc4c(C)cc(=O)oc4c3)o2)c1	i	.	-0.46	10%	3.3	4.6	i	-5	0	0%	3.2%	777	.	-0.27	2.2	10	-0.76
COc1cccc(CN(C)Cc2nc3cc(C(F)(F)F)ccc3c(=O)[nH]2)c1	.	0.05	0.0099	6%	.	.	i	-9	.	-7%	.	710	1070	-0.18	-0.29	.	-0.21
N#Cc1ccc(/C=N/NC(=O)CCc2ccc(S(=O)(=O)N3CCOCC3)cc2)cc1	i	-0.28	-0.37	3%	2.1	3.6	i	8	-1	8%	-7.8%	640	1329	-0.3	-0.27	1.7	-0.4
CCC(=O)c1ccc(OCc2ccccc2)c(OC)c1	i	-0.29	-0.47	0%	2.1	1.0	i	2	0	1%	-0.3%	662	1291	-0.29	-0.062	4.8	-0.27
Cc1ccc(CNC(=O)c2ccc3c(=O)n(CCCN4CCCC4=O)c(=S)[nH]c3c2)cc1	i	0.48	0.3	-3%	1.2	1.6	i	.	-14	2%	-1.1%	.	886	-0.33	0.00066	7.1	0.29
Cc1ccc(NC(=O)COc2ccc(-c3nnco3)cc2)cc1S(=O)(=O)N1CCOCC1	i	0.01	0.13	11%	0.7	4.9	i	-10	5	2%	-0.3%	657	1404	-0.34	0.61	24	-0.43
